High-throughput results (PubChem)
Shn3 3UTR inh: reduces Shn3 3'UTR luciferase signal in osteoblasts; 0.52% of 360,000 active; Clone20 osteoblast Shn3 3'UTR firefly luciferase, 24 h; AID 588674; inhibition, % at 12.5 µM;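 active means mean inhibition of at least 75% with every replicate also reaching 75%; inconclusive means mean inhibition at least 75% but some replicate below; inactive means mean inhibition below 75%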;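 further: 0% = median of neutral control wells and 100% = pilot-screen positive control compound; some compounds past the cut are filed as inactive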
TRPM1 prom inh: inhibitors of MITF-driven TRPM1 promoter in melanoma cells | SK-MEL-5 TRPM1 promoter luciferase, 24 h | inhibition, % at 12.5 µM | 0.83% of 330,000 active | AID 488899;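 active means mean inhibition across replicates of 60% or more, whatever share of single replicates reaches that level; inconclusive means some that reach 60%, reason not given; inactive means mean inhibition across replicates below 60%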; further: values of inactives mirror those of a sister screen read the other way
HIF-2a inh: HIF-2a inhibition | inhibition, % at 18.8 µM | 0.72% of 360,000 active | AID 624352 | 786-0 RCC cells HIF-2a reporter, luciferase luminescence, overnight;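 active means inhibition of the luminescence signal of 40% or more relative to plate controls, in a single-dose primary screen at 18.75 µM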
NR2E3 ag-1: activates human NR2E3 receptor; 0.35% of 360,000 active; inhibition of corepressor binding, % at 3.98 µM; CHO-S Gal4-NCOR/VP16-NR2E3 two-hybrid, luciferase; Q9Y5X4; AID 602229;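 active means inhibition above the mean of all tested compounds plus 3 SD, cut at about 70% in these data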;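 further: 0% = DMSO with NR2E3 transfected cells and 100% = cells lacking NR2E3 construct; higher means lower luciferase signal from less NR2E3 corepressor binding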
KKLEB cytotox: reduces viability of KKLEB cystic fibrosis airway cells; KKLEB CF airway cells viability, ATPlite luminescence, overnight; active compounds read low; cells stimulated with P. aeruginosa culture filtrate; activity change (cytotoxicity), % at 5 µM; AID 602141; 0.36% of 360,000 active;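 active means corrected activity change at or below -50% at 5 µM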
NR2E3 ag-2: NR2E3 (human) agonism. Q9Y5X4. GST-NR2E3/biotin-RetCOR TR-FRET, 1536-well. inhibition of corepressor binding, % at 4.78 µM. 0.12% of 320,000 active. AID 2300;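 active means percent inhibition above the cutoff of mean plus 3 SD of all tested compounds, set per screening campaign, cut at about 20% in these data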;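 further: 0% = DMSO wells and 100% = biotin wells as full block of FRET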
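System: GST-tagged NR2E3 plus biotinylated RetCOR corepressor; Buffer or medium: pH 7.5 Tris-based buffer; Probe or stimulus: RetCOR corepressor, biotinylated, 7 nM; Doses: compound at 4.8 µM, single dose; Schedule: 5 h incubation at 4 °C; Technique: time-resolved FRET; Evaluation: percent inhibition of TR-FRET ratio; Replication: one well per compound, singlicate testing.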
CF NFkB inh: cystic fibrosis NF-kB activation inhibition; KKLEB NF-kB-GFP reporter, PAF-induced, GFP fluorescence overnight; AID 588850; inhibition, % at 5 µM; 0.86% of 360,000 active;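 active means at least 50% inhibition at 5 µM, scaled per plate between neutral and stimulator controls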;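 further: PAF is a Pseudomonas aeruginosa culture filtrate used as stimulus; plate controls were PAF-stimulated DMSO wells for no effect and unstimulated DMSO wells for full effect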
C8 TRAIL sens: sensitizes caspase-8 expressing cells to TRAIL | 1% of 360,000 active | inhibition (viability loss, TRAIL sensitization), % at 10 µM | NB7+C8 cells + TRAIL, ATPlite viability luminescence | AID 624354;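 active means compounds causing at least 50% loss of cell viability in the single-dose screen, relative to plate controls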
Peg3 promoter: Peg3 promoter activity inhibition; HeLa PEG-Prom luciferase reporter, luminescence, overnight; inhibition, % at 20 µM; 1.7% of 360,000 active; AID 588405;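 active means inhibition of at least 50% at 20 µM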
EBV LMP1 NFkB: reduces LMP1-driven NF-kappaB luciferase signal. LMP1-induced NF-kappaB luciferase reporter cells, luminescence. inhibition, % at 12.5 µM. 0.69% of 350,000 active; in the data active means inhibition above about 41%; inconclusive means no clear call, values can overlap the other calls;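 further: 0% = neutral control wells and 100% = reference inhibitor control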
iPSC survival up: enhancers of human iPSC single-cell survival | 0.044% of 360,000 active | AID 602274 | hiPSC single-cell survival, ATPlite luminescence; 100% = ROCK inhibitor wells, 0% = DMSO | survival enhancement, % at 20 µM; in the data active means survival enhancement above about 18%;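 further: cells exposed to compounds for 16 hours before the ATP read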
* hit, by the source's call; ? = inconclusive; · = no result given. This is a subset; rates above refer to the full screens.

| structure | Shn3 3UTR inh | TRPM1 prom inh | HIF-2a inh | NR2E3 ag-1 | KKLEB cytotox | NR2E3 ag-2 | CF NFkB inh | C8 TRAIL sens | Peg3 promoter | EBV LMP1 NFkB | iPSC survival up |
| --- | --- | --- | --- | --- | --- | --- | --- | --- | --- | --- | --- |
| Cc1cc2c(cc1C)N1C(=O)c3cc4ccccc4cc3NC(=O)C1C(=O)N2 (stereo unspecified) | 6 | · | -18 | 11 | -23 | · | 13 | -8 | 10 | · | 3.1 |
| Cc1ccc(NC(=O)c2cccnc2)cc1S(=O)(=O)N1CCOCC1 | 4 | -3 | 19 | -15 | -1 | 1 | -18 | -9 | 5 | 0 | 0.4 |
| O=C(NCCN1C(=O)CCC1=O)c1ccncc1 | -2 | -13 | 2 | -21 | -2 | 5 | 13 | 2 | -3 | -4 | 3.5 |
| COc1ccc(C(=O)NCC(=O)N2CCCCC2)cc1OC | -53 | -2 | 17 | 11 | 11 | -1 | 7 | 0 | 4 | -23 | -1.3 |
| O=C1NC(Cc2ccc(O)cc2)c2nc3cc(Cl)ccc3c(=O)n2-c2ncccc21 (stereo unspecified) | -11 | · | 10 | -23 | -14 | · | 1 | 2 | 9 | -1 | 1.6 |
| CCN1CCN(c2ncnc3c2sc(=S)n3-c2ccccc2)CC1 | 22 | -7 | -29 | 19 | 2 | 1 | 1 | -2 | -2 | 8 | 0.7 |
| CN(c1ccccc1)S(=O)(=O)c1ccc(C(=O)NCc2ccccc2CN2CCCC2)cc1 | 0 | -15 | 27 | 2 | -24 | · | 26 | 2 | 32 | -10 | -0.4 |
| COc1cccc(-c2ccc(NC(=O)C3CCCN(Cc4cnc(C)s4)C3)cc2)c1 (stereo unspecified) | 13 | 6 | -19 | -14 | -6 | 1 | 8 | -12 | 0 | -6 | 0.0 |
| Cc1cc(C)c(NS(=O)(=O)c2ccc(Cl)c(C(=O)O)c2)c(C)c1 | 2 | 6 | 13 | 1 | 0 | 9 | 5 | -10 | 7 | 2 | 4.2 |
| COc1ccccc1C1=NOC(C(=O)N2CCN(C(=O)c3ccco3)CC2)C1 (stereo unspecified) | 1 | 3 | 1 | 7 | 5 | 3 | 13 | 0 | -1 | -5 | -0.6 |
| COc1ccc(-c2nn(-c3ccccc3)cc2C(=O)N(C)C)cc1 | 5 | -6 | 16 | 10 | 8 | -1 | -16 | -37 | 11 | 7 | 0.1 |
| N#Cc1c(N)nc(SCC(=O)NC2CCCCC2)c(C#N)c1-c1ccc(Cl)cc1 | 9 | -2 | -4 | 14 | 6 | 4 | -2 | 27 | 74* | 0 | -5.2 |
| CCc1ccc(OCC(=O)NCCOc2ccccc2)cc1 | 0 | -9 | -104 | 6 | -8 | 0 | -3 | -1 | -88 | -11 | -2.1 |
| Cn1c2ccccc2c2nnc(SCc3ccc4nonc4c3)nc21 | -5 | -5 | -42 | -9 | -1 | -1 | -26 | -24 | 27 | -10 | -1.4 |
| COc1cccc(C(C)(O)c2nc(-c3ccc(OC)c(OC)c3)cs2)c1 (stereo unspecified) | -6 | · | -7 | -5 | -4 | · | 30 | 9 | 17 | · | 0.8 |
| COc1ccc(NS(=O)(=O)c2c(C)[nH]c(=O)[nH]c2=O)c(OC)c1 | -27 | 0 | 19 | -9 | -3 | 1 | 2 | -7 | 14 | -12 | 2.0 |
| Cc1ccc(NC=C(S(=O)(=O)c2ccccc2)S(=O)(=O)c2ccccc2)c(C)c1 | 26 | 7 | -19 | -11 | -10 | 3 | 14 | -4 | -29 | -16 | 4.7 |
| COc1ccc2nc(Cl)c(C3CC(c4ccco4)=NN3C(=O)CCCC(=O)O)cc2c1 (stereo unspecified) | · | 2 | 14 | -7 | 1 | 0 | 19 | -8 | 4 | -2 | -0.3 |
| O=c1[nH]c(C(F)(F)F)nc2ccc3ccccc3c12 | -24 | 3 | -14 | -22 | -11 | 3 | 8 | -5 | -15 | -8 | 0.1 |
| CC(=O)Nc1ccc(S(=O)(=O)Nc2nc3ccccc3nc2Nc2ccc(S(N)(=O)=O)cc2)cc1 | 14 | -2 | 6 | -14 | 3 | 1 | -12 | 3 | 2 | 2 | 3.7 |

Looked up above:
Under C8 TRAIL sens, `O=c1[nH]c(C(F)(F)F)nc2ccc3ccccc3c12` has the entry -5
Under NR2E3 ag-1, `CC(=O)Nc1ccc(S(=O)(=O)Nc2nc3ccccc3nc2Nc2ccc(S(N)(=O)=O)cc2)cc1` has the entry -14

The list goes on.
| structure | Shn3 3UTR inh | TRPM1 prom inh | HIF-2a inh | NR2E3 ag-1 | KKLEB cytotox | NR2E3 ag-2 | CF NFkB inh | C8 TRAIL sens | Peg3 promoter | EBV LMP1 NFkB | iPSC survival up |
| --- | --- | --- | --- | --- | --- | --- | --- | --- | --- | --- | --- |
| Cc1cc(C)c(S(=O)(=O)N/N=C/c2ccc([N+](=O)[O-])o2)c(C)c1 | -8 | 23 | 2 | -29 | -2 | · | -11 | -11 | 9 | -3 | -0.4 |
| Cc1ccc(S(=O)(=O)n2c(C)nc3ccccc32)cc1 | -3 | -6 | 13 | -24 | -1 | 1 | 7 | 6 | 15 | 0 | 1.2 |
| COc1ccc2[nH]c3c(=O)n(Cc4ccc(C(=O)NCC5CCCO5)cc4)c(=S)[nH]c3c2c1 (stereo unspecified) | -1 | 5 | 6 | -11 | 10 | -21 | -10 | -15 | 12 | -4 | -0.3 |
| O=C(N/N=C/c1cccc(O)c1)NC1CCCCC1 | 12 | -10 | -63 | -3 | 0 | 3 | -3 | 11 | -31 | -10 | -0.2 |
| O=C(Cn1cnc2ccccc2c1=O)NCCCN1CCCC1=O | 0 | 7 | -5 | -18 | -2 | 1 | -6 | -1 | 1 | -4 | -0.4 |
| Cc1cccc(N/N=C/c2ccccc2O)c1 | -15 | -26 | -175 | -69 | -5 | -2 | 4 | 6 | -291 | -46 | -0.4 |
| C[C@@H]1CN([C@H](C)CO)C(=O)CCCn2nncc2CO[C@@H]1CN(C)C(=O)c1ccc(N2CCN(C)CC2)cc1 | 20 | · | -2 | -31 | 4 | · | 10 | 13 | 10 | 0 | 2.4 |
| CC12CC(c3ccccc3O1)N(C(=O)c1ccco1)C(=S)N2c1ccccc1 (stereo unspecified) | -13 | 7 | -1 | -5 | -13 | 3 | 15 | 2 | 28 | 5 | 3.1 |
| CCN(CC)C(=O)c1cccc(-c2csc(C(C)(O)c3ccncc3)n2)c1 (stereo unspecified) | 38 | · | 15 | -19 | -9 | · | -1 | 26 | 19 | · | -3.1 |
| O=C(C1CC(=O)N(C2CCCC2)C1)N1CCN(c2ccc(F)cc2)CC1 (stereo unspecified) | 8 | 7 | 11 | -1 | 22 | 1 | -19 | -15 | -6 | -6 | 1.1 |
| O=C(O)CC(CC(=O)NCC(O)c1ccccc1)c1ccccc1 (stereo unspecified) | -1 | -2 | 13 | -10 | -5 | -2 | -5 | -13 | 5 | 14 | 0.2 |
| CC(C)CC1NC(=O)N(CC(=O)N2c3ccccc3NC(=O)C2(C)C)C1=O (stereo unspecified) | -12 | 13 | 20 | 9 | 6 | 1 | 17 | -7 | 11 | -6 | -0.2 |
| Cc1ccc(-c2cc(C(F)(F)F)n3ncc(C(=O)NCc4ccco4)c3n2)cc1 | 2 | 11 | 15 | -56 | 6 | 2 | -6 | -2 | 9 | -5 | -0.8 |
| COc1ccc(NS(=O)(=O)c2ccc3oc(Nc4ccc5c(c4)OCCO5)nc3c2)cc1 | -10 | -21 | -114 | -53 | 16 | 3 | 16 | 5 | -52 | -1 | 0.2 |
| Cc1cc(C(=O)COC(=O)c2ccccc2Br)c(C)n1CC1CCCO1 (stereo unspecified) | ? | 76* | 55* | 89* | -32 | -1 | 15 | 77* | 54* | 75* | 0.2 |
| Cc1ccc2nc(Cn3cc(C(F)(F)F)cc(Cl)c3=O)cc(=O)n2c1 | -3 | 10 | 8 | -14 | 3 | -4 | 9 | -4 | 13 | 1 | 0.9 |
| CC(C)(C)NC(=O)NC(=O)CSc1nnc(-c2ccccc2F)n1N | -27 | 4 | 15 | -19 | -2 | 3 | -3 | 5 | 19 | -2 | 2.9 |
| CC1CCN(CC(=O)Nc2nccs2)CC1 | 0 | 4 | 7 | -7 | -3 | 2 | -9 | 12 | 4 | -4 | 0.1 |
| CCC(=O)N1CCC(C)(C(=O)NCc2cccc(OC)c2)C1 (stereo unspecified) | -8 | · | 2 | -21 | -6 | · | 0 | -3 | -3 | · | -1.0 |
| COc1ccccc1CNc1nc(NCc2ccccc2SC)c2sccc2n1 | ? | · | 9 | 80* | -9 | · | 15 | 29 | 39 | · | -0.7 |

Some of the entries so far, with two lines to a compound:
Second line of a record: Shn3 3UTR inh, TRPM1 prom inh, HIF-2a inh, NR2E3 ag-1, KKLEB cytotox, NR2E3 ag-2, CF NFkB inh, C8 TRAIL sens, Peg3 promoter, EBV LMP1 NFkB, iPSC survival up
- O=C(O)CC(CC(=O)NCC(O)c1ccccc1)c1ccccc1 (stereo unspecified)
  -1, -2, 13, -10, -5, -2, -5, -13, 5, 14, 0.2
- CC(C)CC1NC(=O)N(CC(=O)N2c3ccccc3NC(=O)C2(C)C)C1=O (stereo unspecified)
  -12, 13, 20, 9, 6, 1, 17, -7, 11, -6, -0.2
- Cc1ccc(-c2cc(C(F)(F)F)n3ncc(C(=O)NCc4ccco4)c3n2)cc1
  2, 11, 15, -56, 6, 2, -6, -2, 9, -5, -0.8
- COc1ccc(NS(=O)(=O)c2ccc3oc(Nc4ccc5c(c4)OCCO5)nc3c2)cc1
  -10, -21, -114, -53, 16, 3, 16, 5, -52, -1, 0.2
- Cc1cc(C(=O)COC(=O)c2ccccc2Br)c(C)n1CC1CCCO1 (stereo unspecified)
  ?, 76*, 55*, 89*, -32, -1, 15, 77*, 54*, 75*, 0.2
- Cc1ccc2nc(Cn3cc(C(F)(F)F)cc(Cl)c3=O)cc(=O)n2c1
  -3, 10, 8, -14, 3, -4, 9, -4, 13, 1, 0.9

Other results:
| structure | Shn3 3UTR inh | TRPM1 prom inh | HIF-2a inh | NR2E3 ag-1 | KKLEB cytotox | NR2E3 ag-2 | CF NFkB inh | C8 TRAIL sens | Peg3 promoter | EBV LMP1 NFkB | iPSC survival up |
| --- | --- | --- | --- | --- | --- | --- | --- | --- | --- | --- | --- |
| O=C(NC1CCCCCCC1)C1CCCN(S(=O)(=O)c2cnc[nH]2)C1 (stereo unspecified) | -10 | -14 | -3 | -48 | -18 | 0 | 25 | 9 | -2 | 1 | -1.3 |
| CC(C)C(=O)N1CCN(c2ccccc2NC(=O)c2ccco2)CC1 | -18 | -2 | 13 | 5 | 6 | 1 | -8 | 9 | 24 | -10 | -0.5 |
| Fc1cccc(Cl)c1-c1nnc2ccc3ccccc3n12 | 16 | 13 | -115 | -37 | -8 | 0 | 26 | 19 | -109 | 13 | 2.0 |
| C=CC[C@@H](CC(=O)N[C@H](CO)Cc1ccccc1)C(=O)N[C@@H](COC(=O)[C@H](CC=C)CC(=O)OC(C)(C)C)Cc1ccccc1 | -9 | 7 | 13 | 7 | -2 | · | 18 | 8 | 13 | -3 | -3.7 |
